Mtb FBA inh – inhibitors of M. tuberculosis fructose-bisphosphate aldolase; P9WQA3; purified M. tuberculosis FBA, fluorescence read-out; inhibition, % at 1 µM; hit rate 2.3% among 360,000; AID 588726; in the data active means inhibition above about 27%;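 further: 0% = vehicle and 100% = reference inhibitor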
Target sequence (P9WQA3 whole entry, looked up): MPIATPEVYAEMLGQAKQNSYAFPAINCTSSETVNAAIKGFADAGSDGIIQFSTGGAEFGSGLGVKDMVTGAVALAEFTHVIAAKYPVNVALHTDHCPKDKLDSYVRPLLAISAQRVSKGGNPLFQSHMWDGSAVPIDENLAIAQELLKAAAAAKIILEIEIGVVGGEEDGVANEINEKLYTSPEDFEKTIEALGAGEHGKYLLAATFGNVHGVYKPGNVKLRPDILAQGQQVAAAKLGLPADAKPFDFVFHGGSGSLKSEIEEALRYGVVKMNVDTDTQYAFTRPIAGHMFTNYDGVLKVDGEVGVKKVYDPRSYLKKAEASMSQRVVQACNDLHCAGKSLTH
FadD28 binding – inhibitors of Mycobacterium tuberculosis FadD28 bisubstrate binding; hit rate 0.22% among 360,000; FadD28 bisubstrate probe binding, fluorescence polarization; inhibition, % at 12.5 µM; in the data active means inhibition above about 8.5%, passing the limit was not always enough; inconclusive means no clear call, values can overlap the other calls
GDH-TPI inh – counter-screen for M. tuberculosis FBA inhibitors: GDH-TPI coupled enzymes | GDH-TPI coupled enzyme counterscreen, NADH absorbance | inhibition, % at 4.8 µM | hit rate 1.2% among 360,000;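 further: 0% = DMSO wells and 100% = wells lacking the enzyme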
UGM FP inh – Mtb UDP-galactopyranose mutase inhibition; inhibition, % at 10 µM; P9WIQ1; purified UGM, fluorescence polarization probe displacement; hit rate 0.06% among 320,000; in the data active means inhibition above about 10%, passing the limit was not always enough; inconclusive means no clear call, values can overlap the other calls
Target sequence (P9WIQ1 whole entry, looked up): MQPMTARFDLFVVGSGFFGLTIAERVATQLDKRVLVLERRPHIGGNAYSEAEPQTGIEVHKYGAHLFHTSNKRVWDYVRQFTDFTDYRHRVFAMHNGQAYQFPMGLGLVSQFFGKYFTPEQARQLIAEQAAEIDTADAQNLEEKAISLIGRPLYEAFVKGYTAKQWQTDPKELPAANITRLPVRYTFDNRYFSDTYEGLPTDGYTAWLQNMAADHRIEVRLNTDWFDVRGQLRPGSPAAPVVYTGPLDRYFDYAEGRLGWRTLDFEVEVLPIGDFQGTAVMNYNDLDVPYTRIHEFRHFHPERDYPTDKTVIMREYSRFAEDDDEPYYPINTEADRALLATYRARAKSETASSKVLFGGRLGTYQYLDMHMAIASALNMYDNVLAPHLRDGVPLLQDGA
Mtb BioA inh – inhibitors of Mycobacterium tuberculosis BioA enzyme. purified M. tuberculosis BioA enzyme, plate reader. inhibition, % at 9.99 µM. hit rate 0.096% among 360,000. AID 602481; in the data active means inhibition above about 40%; inconclusive means no clear call, values can overlap the other calls
BoNT-F LC inh – inhibitors of Botulinum neurotoxin F light chain protease | inhibition, % at 10 µM | AID 588497 | hit rate 0.22% among 360,000 | Multiplex microsphere protease cleavage assay, flow cytometry; in the data active means inhibition above about 35%, passing the limit was not always enough; inconclusive means no clear call, values can overlap the other calls; further: plate controls were buffer without enzyme for full effect and enzyme alone for no effect
PrPC surface inh – cell surface PrPC inhibition, primary TR-FRET screen. P04156. TR-FRET read-out. inhibition, % at 13.8 µM. hit rate 0.43% among 370,000; in the data active means inhibition above about 24%; further: 0% = median of the test wells and 100% = reference compound wells
BoNT-A LC inh2 – blocks Botulinum neurotoxin A light chain protease. hit rate 0.17% among 360,000. multiplex microsphere protease substrate cleavage, flow cytometry. inhibition, % at 10 µM. AID 588499; in the data active means inhibition above about 30%; inconclusive means no clear call, values can overlap the other calls; further: plate controls were buffer without enzyme for full effect and enzyme alone for no effect
CCHF vOTU inh – CCHFV vOTU protease inhibition. Pep-AMC fluorescence. inhibition, % at 11.5 µM. hit rate 0.55% among 370,000; further: 0% = vehicle wells with enzyme and 100% = no enzyme wells
The depositor's hits bear a star; ? = inconclusive; · = not tested or not shown; + = active, no number. Unless noted, no stated cut-off is given here; in the data, active means inhibition above about 30%; inactive means the rest.

SMILES	Mtb FBA inh	FadD28 binding	GDH-TPI inh	UGM FP inh	Mtb BioA inh	BoNT-F LC inh	PrPC surface inh	BoNT-A LC inh2	CCHF vOTU inh
O=C(C[C@@H]1C/C=C\CC[C@@H](Cc2ccc(F)cc2)C(=O)OC[C@@H]2CCCN2C1=O)N[C@H](CO)Cc1ccccc1	0	-4.4	4	·	1.9	-5	-6	-0.5	4
O=C(NC1CCCC1)c1ccc(CS(=O)(=O)c2ccc(Br)cc2)o1	4	1.3	-10	2.3	-0.7	-8	0	-0.9	1
CCOC(=O)CC1COCCN1C(=O)c1cc(COc2ccc(F)c(F)c2)on1 (configuration not stated)	1	-2.2	6	-2.4	·	-1	0	-1.0	-4
Cc1ccc(C(=O)/C=C/Nc2ccc3c(c2)OCO3)cc1	-2	-3.8	9	2.7	-0.1	?	7	0.6	9
CCN([C@H](CO)CC(C)C)S(=O)(=O)c1ccccc1	5	0.0	-2	·	0.9	-6	-4	-0.4	-10
O=C(NCc1ccc(F)cc1)c1cccc(S(=O)(=O)N2CCOCC2)c1	-1	-3.3	-2	-1.3	-1.2	-1	-2	0.9	1
Oc1ccccc1-c1nc(NCCN2CCOCC2)c2ccccc2n1	-4	0.9	2	-4.9	2.0	7	1	-0.9	13
CC(C(=O)Nc1ccccc1-c1ccccc1)N1CCN(Cc2ccccc2)CC1 (configuration not stated)	-1	-0.6	-2	-1.1	·	-5	-2	-1.7	18
CC(C)c1nc2cc(C(=O)N3CCN(c4cnccn4)CC3)ccc2o1	1	-1.1	3	6.0	-0.6	-1	-6	0.7	4
O=C(CSC(=S)N1CCCC1)c1ccccc1	-1	-4.1	-1	1.6	0.2	1	-1	1.7	-6
CCC(C)NC(=O)c1cc(C)no1 (configuration not stated)	5	-0.6	1	-3.0	·	-15	-3	0.5	-1
Cc1cccc(CCNS(=O)(=O)c2ccc3c(c2)NC(=O)C(C)S3)c1 (configuration not stated)	3	-2.9	8	-3.3	4.3	5	-2	-0.4	-9

Part of the list above in order of formula weight, descending.
SMILES	Mtb FBA inh	FadD28 binding	GDH-TPI inh	UGM FP inh	Mtb BioA inh	BoNT-F LC inh	PrPC surface inh	BoNT-A LC inh2	CCHF vOTU inh
O=C(NC1CCCC1)c1ccc(CS(=O)(=O)c2ccc(Br)cc2)o1	4	1.3	-10	2.3	-0.7	-8	0	-0.9	1
CCOC(=O)CC1COCCN1C(=O)c1cc(COc2ccc(F)c(F)c2)on1 (configuration not stated)	1	-2.2	6	-2.4	·	-1	0	-1.0	-4
CC(C)c1nc2cc(C(=O)N3CCN(c4cnccn4)CC3)ccc2o1	1	-1.1	3	6.0	-0.6	-1	-6	0.7	4
CCN([C@H](CO)CC(C)C)S(=O)(=O)c1ccccc1	5	0.0	-2	·	0.9	-6	-4	-0.4	-10
Cc1ccc(C(=O)/C=C/Nc2ccc3c(c2)OCO3)cc1	-2	-3.8	9	2.7	-0.1	?	7	0.6	9

(more compounds)
SMILES	Mtb FBA inh	FadD28 binding	GDH-TPI inh	UGM FP inh	Mtb BioA inh	BoNT-F LC inh	PrPC surface inh	BoNT-A LC inh2	CCHF vOTU inh
COc1cccc(NC(=O)c2cccc(C(=O)Nc3cccc(OC)c3)n2)c1	-2	-3.8	-8	-6.3	-1.3	3	-2	0.1	3
Cn1c(=O)c2cn(-c3cccc4ccccc34)cc2n(C)c1=O	0	-0.3	14	3.3	1.2	-13	-2	-1.1	2
CCC(C)C(NC(=O)c1ccccc1)C(=O)Nc1ccc(S(=O)(=O)Nc2cc(C)nc(C)n2)cc1 (configuration not stated)	5	-2.2	8	·	-3.9	1	1	-0.6	12
COc1ccc(OCCSc2nnc3c(Cl)cc(Cl)cn23)cc1	-5	-0.2	8	-2.9	·	-2	-10	-0.3	-22
COc1cc(OC)c(NC(=O)c2cccc(F)c2)cc1Cl	1	-4.5	10	0.4	·	-2	-5	0.4	-6
CN(C(=O)c1ccc(N2CCCCC2)c([N+](=O)[O-])c1)C1CCS(=O)(=O)C1 (configuration not stated)	-3	-0.8	5	-0.6	1.8	-9	-20	-0.2	13
Cc1ccc2nc(/C(C#N)=C\c3ccc(N4CCCCC4)c([N+](=O)[O-])c3)[nH]c2c1	1	-2.3	19	2.4	·	-16	-1	-1.2	1
COc1ccc(OC)c(Nc2nc(N)c([N+](=O)[O-])c(NC3CCCCC3)n2)c1	0	-0.9	0	-2.3	1.0	-6	-3	-3.6	-1
COc1ccc(CCNC(=O)C(=O)NCC2CCCN2S(=O)(=O)c2cc(C)ccc2C)cc1 (configuration not stated)	1	0.0	1	-1.8	-1.6	?	11	1.6	-2
CCOC(=O)c1c(NC(=O)c2nc3n(n2)C(C(F)F)CC(C)N3)sc2c1CCCC2 (configuration not stated)	3	-1.3	15	-0.1	·	-1	-5	0.3	-3
CCOc1ccc(N/C(SCc2cccc([N+](=O)[O-])c2)=C(/C#N)C(N)=O)cc1	1	-2.3	9	0.0	·	-2	7	-0.2	-1
CN1CCc2nc(SCCOc3ccccc3)c(C#N)cc2C1	-2	-4.2	12	2.2	11	-19	4	1.2	12
O=[N+]([O-])c1ccc(N=Nc2c(O)[nH]c3ccc(F)cc23)cc1	-8	-0.6	6	-0.5	-1.9	23	-7	0.1	3
N#Cc1c(-c2ccccc2)cc(-c2ccc(O)cc2)nc1N	17	-3.7	23	1.9	1.0	0	1	-2.2	-17
CN1CCN(CCC=C2c3ccccc3Sc3ccc(S(=O)(=O)N(C)C)cc32)CC1	1	-4.7	-6	-2.1	-0.1	-12	-21	-0.1	20
O=C(NNC(=O)C1CC1)c1cccc([N+](=O)[O-])c1	0	-0.4	4	2.4	-1.5	-1	-20	1.2	-2
CC1Cc2cccc3c(O)c(C(=O)c4nn[nH]n4)c(=O)n1c23 (configuration not stated)	0	-0.4	4	0.0	·	-4	0	-0.4	11
CCC(=O)N(Cc1ccc(C)cc1)Cc1cc2cc3c(cc2[nH]c1=O)OCO3	10	0.0	13	-2.3	-1.6	-2	-2	-1.7	-17
CC(OC(=O)c1ccccc1O)C(=O)Nc1ccc(Cl)cn1 (configuration not stated)	0	-2.8	5	2.0	·	0	5	-0.5	1
COc1ccc(NC(=O)C(c2ccccn2)N(C(C)=O)c2ccc(C)cc2)cc1 (configuration not stated)	-1	-0.4	1	3.3	-0.6	8	7	0.5	-2
COc1ccc2c(c1)-c1c(sn(-c3ccccc3)c1=S)C(C)(C)N2	-6	1.2	3	3.8	·	-12	2	-1.7	15
Cn1nc(-c2ccccc2)cc1NC(=O)Nc1ccc(F)cc1	-6	0.1	6	-2.7	·	?	4	-6.5	-6
Cc1ccc2c(c1)sc(=NC(=O)C1CC1)n2C	-3	-3.3	11	-0.1	-0.5	-7	-8	0.0	9
O=C(NCC1CCCO1)c1cc(S(=O)(=O)N2CCCC2)c(Cl)cc1Cl (configuration not stated)	1	-0.4	2	1.3	-2.9	0	8	-1.2	11
O=C(N/N=C/c1cccn1-c1ccccc1)c1ccncc1	-1	1.1	15	0.5	·	2	1	0.4	-2
CCOC(=O)C1(Cc2ccccc2C)CCCN(Cc2ccc(NC(C)=O)cc2)C1 (configuration not stated)	-5	-3.9	-1	-1.9	·	-4	-7	-1.3	3
CCC(c1nnnn1Cc1ccc2c(c1)OCO2)N1CCN(c2ccc(OC)cc2)CC1 (configuration not stated)	-1	-0.1	1	0.5	0.4	-8	2	-0.2	19
CCOc1ccccc1NC(=O)NC1Cc2ccccc2C1	3	1.2	9	2.8	-0.3	16	·	1.4	·
CCOC(=O)Cc1csc(NC(=O)C(C)(C)C)n1	0	1.7	3	2.3	·	-3	6	0.1	-13
O=C1/C(=C/c2ccc(O)cc2)CCc2ccc([N+](=O)[O-])cc21	-1	-1.6	-1	-2.0	·	1	3	0.6	-3
CC(C)(C)C(=O)CN1C2=NCCCN2c2ccccc21	5	-2.6	0	-0.4	-1.2	-7	0	-1.3	7
CCOP(=O)(OCC)C(O)c1ccccc1 (configuration not stated)	3	0.7	-4	0.3	-1.3	7	-7	0.1	-7
N=C1C(c2nc(-c3ccc(Br)cc3)cs2)=C(O)CN1NC(=O)c1ccc([N+](=O)[O-])cc1	3	0.7	6	2.2	·	0	-3	0.2	15
Cc1ccc(-n2c(C)nnc2SCC(=O)NC2CCCC2)cc1	2	-4.9	-12	3.7	0.0	2	4	2.2	1
O=C(CC1S/C(=N/N=C2CCCCCC2)NC1=O)Nc1ccccc1C(F)(F)F (configuration not stated)	-1	-1.6	0	0.0	-0.1	4	-5	-0.5	8
COc1cc(OC)cc(C(=O)NCC(=O)NCCN2C(=O)S/C(=C\c3ccccc3Cl)C2=O)c1	3	·	21	1.5	0.1	6	-4	3.5	3
COc1cc(/C=C2/NC(=O)N(CC(=O)Nc3ccc(C)cc3)C2=O)ccc1Oc1ccc([N+](=O)[O-])cn1	-2	-1.8	10	2.4	·	3	5	-0.5	4
O=C(CNC(=O)c1ccc(Br)o1)NNC(=O)c1ccc(Br)cc1	0	0.1	7	3.2	-1.9	-3	3	0.3	-4
CCN1C[C@@H]2[C@@H]3C(=O)N(Cc4ccccc4)C(=O)[C@@H]3[C@](Cc3ccccc3)(C1=O)N2C(=O)c1ccc(C(C)(C)C)cc1	7	-0.1	2	·	0.4	1	-3	0.2	3
CCCCn1nc2cc(C(=O)NCC34CC5CC(CC(C5)C3)C4)ccc2c1OC	31*	-0.2	8	0.2	-0.6	2	10	-0.9	-6
COc1ccc(CNC(=O)CN(Cc2ccccc2OC)C(=O)c2csnn2)cc1	0	-0.3	-2	3.8	-16	0	-4	-0.1	-6
Cc1ccc(CNC(=O)CN2C(=O)COc3ccc(C)cc32)cc1	2	-3.4	-8	-2.7	·	1	-1	0.9	-5
CCCc1cc(=O)oc2c3c(cc(OCC(=O)N[C@@H](C)C(=O)O)c12)OC(C)(C)CC3	+	-1.9	14	-1.5	-0.9	9	0	-0.8	-192
Cc1ccc(S(=O)(=O)N2CCN(C(=O)N(C)C)CC2)cc1	2	-2.4	0	-3.4	·	-2	-1	-0.9	-1
Cn1cc(CN2CCN(Cc3ccc4c(c3)OCO4)CC2)c(-c2ccccc2F)n1	-3	1.6	-1	2.1	·	3	-7	-0.9	-16
COc1ccc(Cc2nnc(Nc3ccccc3)s2)cc1Br	8	-1.0	7	3.0	-2.3	25	2	-0.3	-12
CN1CCN(c2ccc(-c3cc(NC=O)c4ncc(-c5ccccc5)n4c3)cc2)CC1	-3	-1.1	2	·	-2.0	-14	-13	0.4	8
COCCNC(=O)C(c1cccs1)N(C(=O)Cn1nnc2ccccc21)c1ccc(OC)cc1 (configuration not stated)	1	-2.3	0	-1.1	2.8	-5	8	0.0	2
Cc1cc(N2CCN(C)CC2)nc2ccc(NC(=O)c3ccccc3F)cc12	0	-1.3	8	0.1	1.6	-8	-2	-0.1	13
O=C(Nc1nnc([C@@H]2C[C@H](O)[C@@H](CO)O2)s1)Nc1ccccc1F	-1	-2.2	9	·	-0.6	5	5	-0.2	13

Random excerpt: 4 records from the list, in no set order.
SMILES	Mtb FBA inh	FadD28 binding	GDH-TPI inh	UGM FP inh	Mtb BioA inh	BoNT-F LC inh	PrPC surface inh	BoNT-A LC inh2	CCHF vOTU inh
COc1ccc(CNC(=O)CN(Cc2ccccc2OC)C(=O)c2csnn2)cc1	0	-0.3	-2	3.8	-16	0	-4	-0.1	-6
COc1ccc(Cc2nnc(Nc3ccccc3)s2)cc1Br	8	-1.0	7	3.0	-2.3	25	2	-0.3	-12
COc1cc(/C=C2/NC(=O)N(CC(=O)Nc3ccc(C)cc3)C2=O)ccc1Oc1ccc([N+](=O)[O-])cn1	-2	-1.8	10	2.4	·	3	5	-0.5	4
Cc1cc(N2CCN(C)CC2)nc2ccc(NC(=O)c3ccccc3F)cc12	0	-1.3	8	0.1	1.6	-8	-2	-0.1	13

Screening data deposited in PubChem BioAssay by several laboratories.
